Screening data: PubChem BioAssay, several laboratories
IDE inh: inhibitors of human insulin-degrading enzyme in cells. inhibition, % at 5.59 µM. AID 434962. P14735. 0.41% of 320,000 active. HEK cells, FAbetaB cleavage, fluorescence polarization;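 active = percent inhibition above the average of all tested compounds plus 3 SD, set per screening campaign, cut at about 16% in these data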;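 note: IDE supplied by intact live HEK cells; FP after avidin binding of uncleaved biotin substrate so inhibition keeps polarization high; 0% = DMSO wells and 100% = 60 µM reference IDE inhibitor Ii1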
VIM-2 inhibitor: blocks Pseudomonas aeruginosa VIM-2 metallo-beta-lactamase. 0.89% of 290,000 active. inhibition, % at 5.6 µM. purified VIM-2, nitrocefin hydrolysis, epi-absorbance fluorescence;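 active = inhibition above the mean of all tested compounds plus 3 SD, cutoff set per screening run, cut at about 7.5% in these data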;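 note: red hydrolysis product quenches plate fluorescence so inhibitors raise well fluorescence; 0% = enzyme with DMSO and 100% = DMSO without enzyme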
p-CIP stab down: p/CIP protein destabilization; decrease of EGFP signal, % at 10 µM; 0.01% of 290,000 active; F442A p/CIP-EGFP cells, EGFP fluorescence, 16 h; Q05BA5; AID 1984;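 active = EGFP signal decrease of at least 30% at 10 µM or well 3 SD below plate mean, unless failing retest; inactive = the rest, including hits failing retest or dose response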; note: some compounds called inactive have numbers as strong as hits; many of its hits are not listed in these tables
SUMO HTRF inh: inhibitors of human SUMOylation (UBC9). HTRF SUMOylation assay, SAE1/SAE2 + UBC9, in vitro. inhibition, % at 35 µM. 0.36% of 290,000 active. AID 2006; in the data active = inhibition above about 50%, passing the limit was not always enough; note: strong numbers were not always called active
Target sequence (P63279 whole entry, looked up): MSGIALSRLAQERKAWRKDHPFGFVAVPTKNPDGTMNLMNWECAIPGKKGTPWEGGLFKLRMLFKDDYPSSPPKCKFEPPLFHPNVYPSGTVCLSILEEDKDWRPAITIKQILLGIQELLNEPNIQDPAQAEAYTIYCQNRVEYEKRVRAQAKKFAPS
IMP-1 inhibitor: inhibitors of Pseudomonas aeruginosa IMP-1 metallo-beta-lactamase; purified IMP-1, nitrocefin hydrolysis, epi-absorbance fluorescence; inhibition, % at 5.6 µM; 0.45% of 290,000 active; AID 1556;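 active = inhibition above the mean plus 3 SD of all compounds in the same screening run, cut at about 4.5% in these data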;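 note: 0% = IMP-1 with DMSO and 100% = DMSO wells lacking enzyme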
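system = purified recombinant IMP-1 beta-lactamase | amount = 0.2 nM IMP-1, as dispensed | medium = HEPES buffer pH 7.1 with ZnSO4 and Brij 35 | times = 25 °C, 15 min preincubation, 25 min reaction | detection = plate fluorescence quenching by hydrolysis product, ex 480/em 530 nm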
IDE cell activ: activators of human insulin-degrading enzyme in cells; P14735; HEK cells, FAbeta-B cleavage, fluorescence polarization; 0% vehicle, 100% cell-free pure enzyme wells; activation, % at 5.96 µM; 0.073% of 340,000 active; AID 493087;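 active = activation above the mean of all tested compounds plus 3 SD, set per screening campaign, cut at about 17% in these data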
CRFR2-BP antag: antagonists of CRF-binding protein/CRF-R2 receptor complex; inhibition, % at 11.8 µM; 0.59% of 350,000 active; HEK293 CRF-R2/CRF-BP, CRF-induced calcium fluorescence;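 active = inhibition of the ligand-induced calcium signal above about 50% at the single tested concentration, limit read from the data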
GalR3 antag: blocks the human galanin receptor 3; 0.44% of 360,000 active; O60755; inhibition, % at 3 µM; HEK293 GalR3-CNG cAMP membrane potential fluorescence; galR3 body fused to GalR1 C-terminus; AID 651719;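 active = inhibition above the screen-wide average plus 3 SD, cut at about 13% in these data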;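 note: forskolin and galanin both at EC90 stimulate the cells; cAMP rise reported by CNG channel membrane potential dye signal; 0% = forskolin plus galanin with DMSO and 100% = forskolin alone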
Target sequence (O60755 1-299 limits assumed): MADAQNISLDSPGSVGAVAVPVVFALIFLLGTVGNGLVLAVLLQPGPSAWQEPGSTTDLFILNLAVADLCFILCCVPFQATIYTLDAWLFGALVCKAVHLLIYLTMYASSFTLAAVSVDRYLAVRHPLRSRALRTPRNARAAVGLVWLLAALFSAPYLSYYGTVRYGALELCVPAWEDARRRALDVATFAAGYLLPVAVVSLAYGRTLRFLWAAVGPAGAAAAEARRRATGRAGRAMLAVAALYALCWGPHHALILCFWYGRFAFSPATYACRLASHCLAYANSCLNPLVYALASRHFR
HCV NS3 hel inh: blocks Hepatitis C virus NS3 helicase unwinding | inhibition, % at 10.9 µM | 0.56% of 290,000 active | NS3 helicase DNA unwinding, Cy5 molecular beacon fluorescence | AID 1800;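 active = inhibition above the mean of all tested compounds plus 3 SD, set per campaign, cut at about 35% in these data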;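 note: 0% = DMSO wells and 100% = thioflavine S control wells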
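Compound dosing – single dose, 10.9 µM nominal final, DMSO 0.8% final · System – NS3 helicase fragment of HCV · Buffer or medium – MOPS pH 6.5, MgCl2, DTT, Tween20, BSA · Signal – Cy5 beacon fluorescence read at start and 1 h · Also added – annealed dual-labelled DNA beacon duplex, ATP-started · Schedule – 1 h at 25 °C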
Starred values were filed as active, the others as inactive; / = not tested or not shown.

A first look (7 entries):
SMILES	IDE inh	VIM-2 inhibitor	p-CIP stab down	SUMO HTRF inh	IMP-1 inhibitor	IDE cell activ	CRFR2-BP antag	GalR3 antag	HCV NS3 hel inh
CCOc1cc(-c2noc(CCC(=O)NC3CCCCC3)n2)ccc1OC	-0.6	1.5	-3.2	4.8	-0.1	-1.9	12.6	-12.2	-1.8
O=C(Nc1cccnc1)c1ccc(Br)s1	0.8	-0.5	-4.2	-3.9	-2.5	1.7	-3.9	-2.7	-2.4
CC(=O)Nc1ccc(S(=O)(=O)NCCC(=O)OCCN2C(=O)c3ccccc3C2=O)cc1	4.3	-1.1	-8.8	29.4	-3.3	3.4	8.2	-6.3	2.1
O=C(Nc1ccc(NC(=O)c2cccs2)cc1)c1ccccc1	-2.2	-2.0	-0.3	7.2	-1.6	-1.9	-4.7	-8.1	0.3
C=C1C(=O)O[C@@H]2[C@H]3O[C@]3(C)CC/C=C(\C)CC[C@@H]12	0.7	/	/	/	/	9.0	0.6	-4.8	/
COc1ccc(CCNC(=O)CSC2=Nc3ccccc3C3=NC(C(C)C)C(=O)N23)cc1OC (centres undefined)	1.8	-1.7	-9.5	12.5	-3.4	4.6	6.5	2.4	4.0
Cc1[nH]c2ccccc2c1C(=O)C(=O)N1CCN(C)CC1	-1.5	-0.1	5.2	0.5	-2.5	0.0	-2.2	-6.3	-12.1

Main list, repeating the preview:
SMILES	IDE inh	VIM-2 inhibitor	p-CIP stab down	SUMO HTRF inh	IMP-1 inhibitor	IDE cell activ	CRFR2-BP antag	GalR3 antag	HCV NS3 hel inh
CCOc1cc(-c2noc(CCC(=O)NC3CCCCC3)n2)ccc1OC	-0.6	1.5	-3.2	4.8	-0.1	-1.9	12.6	-12.2	-1.8
O=C(Nc1cccnc1)c1ccc(Br)s1	0.8	-0.5	-4.2	-3.9	-2.5	1.7	-3.9	-2.7	-2.4
CC(=O)Nc1ccc(S(=O)(=O)NCCC(=O)OCCN2C(=O)c3ccccc3C2=O)cc1	4.3	-1.1	-8.8	29.4	-3.3	3.4	8.2	-6.3	2.1
O=C(Nc1ccc(NC(=O)c2cccs2)cc1)c1ccccc1	-2.2	-2.0	-0.3	7.2	-1.6	-1.9	-4.7	-8.1	0.3
C=C1C(=O)O[C@@H]2[C@H]3O[C@]3(C)CC/C=C(\C)CC[C@@H]12	0.7	/	/	/	/	9.0	0.6	-4.8	/
COc1ccc(CCNC(=O)CSC2=Nc3ccccc3C3=NC(C(C)C)C(=O)N23)cc1OC (centres undefined)	1.8	-1.7	-9.5	12.5	-3.4	4.6	6.5	2.4	4.0
Cc1[nH]c2ccccc2c1C(=O)C(=O)N1CCN(C)CC1	-1.5	-0.1	5.2	0.5	-2.5	0.0	-2.2	-6.3	-12.1
CC(=O)N1N=C(c2cccc(NS(C)(=O)=O)c2)CC1c1ccc2c(c1)OCO2 (centres undefined)	7.8	-1.0	-3.9	24.7	-2.2	1.2	-2.3	-8.9	-1.1
CCOc1cc(CNCCc2ccc(S(N)(=O)=O)cc2)ccc1OCc1ccccc1	-4.2	0.3	-11.0	18.3	-0.4	-1.9	-51.0	-7.6	-81.5
COc1ccc(C(=O)NCc2nnc(SCCOc3ccccc3)n2C)cc1	5.9	-2.2	-2.7	4.0	-0.9	-3.3	7.8	-6.6	-4.9
Cc1cccc(C)c1NC1=C(Cl)C(=O)OC1OC(C)C (centres undefined)	1.2	-0.9	-6.0	18.3	-0.8	5.5	-2.8	-3.4	-2.6
COc1ccc(NC(=O)Nc2cccc3c2O[C@H](CN(C)S(=O)(=O)c2cn(C)cn2)[C@@H](C)CN([C@H](C)CO)C3=O)cc1	-0.7	/	/	/	/	2.6	-4.9	-3.7	/
COc1cccc(-c2c(C#N)c(N)nc3c2c(=O)nc2sccn23)c1	1.9	-3.8	-1.0	9.3	-2.0	/	/	/	-1.8
COc1cccc(C(=O)N2CCN(Cc3ccccn3)CC2)c1OC	-0.1	-5.3	-0.9	4.9	-4.9	0.4	1.8	0.3	-3.9
Fc1ccccc1-n1cn[nH]c1=S	5.7	3.3	-4.2	35.8	-3.2	2.9	13.8	-4.9	1.5
CCCn1c(=O)c(C(=O)NCc2ccccc2)c(O)c2ccccc21	1.9	-2.4	0.6	-1.0	-3.8	2.9	15.3	-7.0	5.9
CC(=O)c1ccc(N2CCN(S(=O)(=O)c3cc4c(cc3C)NC(=O)CO4)CC2)cc1	1.5	1.4	1.4	10.6	1.6	3.4	-8.2	8.3	6.6
CCc1ccc(NC(=O)c2c(Cl)nc(C)c(Cl)c2C)cc1	-1.1	-1.4	9.1	-3.3	-5.5	-1.9	6.4	-12.3	-4.5
CC(=O)N1CCN(c2ccc(NC(=O)c3ccccc3C)cc2)CC1	1.2	-1.2	-7.1	6.8	0.1	5.4	3.2	-4.0	-9.1
CC1(c2cccc(Br)c2)NC(=O)N(CC(=O)c2ccc3c(c2)OCCO3)C1=O (centres undefined)	1.3	/	/	/	/	6.4	-48.5	-4.7	/
CN=C(Nc1cc(C)nn1CCC#N)c1ccc(F)cc1	1.8	-1.2	-21.6	19.9	-2.2	0.7	4.2	-3.4	-15.4
CN(C)C(CNS(=O)(=O)c1cc([N+](=O)[O-])ccc1Cl)c1ccco1 (centres undefined)	0.2	/	/	/	/	-0.2	3.0	2.5	/
CN(C)C(=C(C#N)C#N)N1CCN(c2ccc(Cl)cc2)CC1	0.0	-0.2	-6.2	12.7	-0.7	-6.5	-0.5	-1.7	-8.4
Cn1cccc1Cc1nnc(SCC(=O)Nc2nccs2)n1C	-2.7	-0.8	1.2	2.0	2.5	9.4	40.2	-8.2	0.1
CC(Oc1ccccc1)C(=O)NN1Cc2ccccc2C1=N (centres undefined)	-0.7	-4.4	0.3	7.6	0.6	2.4	13.2	-4.0	1.2
CC(C)CNS(=O)(=O)c1ccc(OCC(=O)NCc2ccco2)cc1	-1.6	-1.2	-8.3	27.1	-1.2	0.4	-10.8	1.1	12.3
CCOC(=O)/C(C#N)=C1/C=CNC(=O)N1	0.2	-2.1	-14.0	18.6	0.2	7.7	0.7	-6.9	3.9
CCOc1ccc(C(F)(F)F)cc1NC(C)=O	-1.0	-1.7	0.5	17.8	-1.1	-7.3	8.1	-0.9	10.7
CCOC(=O)c1sc(NC(=O)c2cccnc2)nc1C	-0.5	/	-5.4	7.3	/	6.2	3.4	-0.4	/
N#Cc1c(SCc2cccc(Cl)c2)sc(C(=O)c2ccccc2)c1N	-0.1	-4.8	-6.7	5.3	-3.6	2.2	17.0	-2.8	7.3
COC(=O)c1ccccc1NC(=O)COC(=O)/C=C/c1cccs1	-2.2	/	/	/	/	1.8	-8.8	-0.9	/
CCCn1c(SCC(=O)N2CCCCC2)nc2c1c(=O)n(C)c(=O)n2C	2.5	1.4	11.8	1.1	-0.5	0.6	-4.6	-7.4	-0.8
Cc1cc(=O)oc(C)c1C(=O)NCC(C)C	-3.3	-3.5	-7.2	31.6	-2.8	0.1	17.0	-2.3	6.1
Cc1cc(Oc2ccccc2)nc(N2CCOCC2)n1	2.0	-3.1	-2.6	13.0	-2.8	3.2	6.1	0.8	0.7
CCOCCCn1c(SCC(=O)N2CCOCC2)nc2ccccc2c1=O	-3.7	-2.6	-18.8	16.9	-1.1	-0.9	-1.3	-2.8	3.6
CC(=O)c1ccc(N2CCN(C(=O)Nc3cccc(F)c3)CC2)cc1	7.4	-0.8	-10.4	12.9	-1.5	3.5	4.0	-5.7	-1.4
O=C(COC(=O)c1ccccc1Cl)NC(=O)NCc1ccccc1	0.3	0.7	-10.2	-15.6	-2.6	7.4	-32.4	-4.3	-4.6
O=C(O)c1ccc2cccc(Cl)c2c1O	2.8	1.6	7.9	16.3	1.5	0.4	31.6	-3.9	9.6
CSCCC(NC(=O)c1ccccc1)C(=O)Nc1ccncc1 (centres undefined)	5.2	/	/	/	/	-0.2	-5.2	-1.9	/
CCN(CC)C(=O)Oc1ccc(Cl)c2ccccc12	-0.5	-0.4	2.4	-4.7	-3.7	2.8	-2.9	-3.0	-0.7
Cc1cc(NC(=O)NC(C)(C(F)(F)F)C(F)(F)F)no1	-0.3	-3.0	-7.9	8.5	-3.1	1.8	-20.3	-0.4	2.6
Cc1ccc(C)c(-c2csc(N)c2C(=O)OC(C)C)c1	0.0	-5.4	0.0	-26.8	-1.6	4.1	-8.4	5.5	8.7
N#CCCN(C(=O)COC(=O)c1cccc(S(=O)(=O)Nc2ccc([N+](=O)[O-])cc2)c1)c1ccccc1	6.8	1.0	1.7	2.6	-1.1	6.7	16.1	-1.7	-2.5
CCCCCCCN1C/C=C\C(c2ccc(OC)cc2)N(Cc2ccc(F)cc2)C(=O)[C@H]1Cc1ccccc1 (some centres undefined)	5.4	/	2.9	-4.3	/	7.0	15.1	/	/
CCOc1cc(CO)cc(Br)c1OCC(=O)Nc1ccccc1C	-5.9	0.5	3.0	-2.5	0.4	0.4	10.8	-5.2	-4.7
O=S(=O)(C=C(c1ccccc1)c1ccccc1)c1ccccc1	6.0	-1.5	-2.4	4.2	-3.2	3.8	-3.9	-5.4	-14.1
COc1ccccc1N(CC(=O)NC1CCCCC1)C(=O)CCC(=O)Nc1nccs1	0.8	0.5	3.4	11.4	-4.3	2.0	-2.9	-9.0	28.8
CCOC(=O)C(C)Sc1cc(CS(=O)(=O)c2ccccc2)nc(-c2ccccc2)n1 (centres undefined)	-9.9	-2.5	-2.8	-24.9	-2.1	2.6	-10.0	-6.1	-11.1
Cc1ccc(C2=Nc3ccccc3N=C(c3ccc([N+](=O)[O-])cc3)C2)c(O)c1	4.9	1.4	5.6	-5.1	-1.1	-4.0	-23.4	-2.8	-0.8
O=C(NCc1ccc2c(c1)OCO2)C12CC3CC(CC(C3)C1)C2	2.9	-2.5	-5.8	2.0	-3.2	3.1	5.0	-4.0	-7.2
Cc1c(C(=O)N2CCCC2)sc(NC(=O)c2ccco2)c1C#N	3.0	-1.5	17.5	14.3	-3.5	0.8	-9.3	-1.0	9.9
Cc1ccc(CC(CC(=O)Nc2cccc(C(F)(F)F)c2)C(=O)O)cc1 (centres undefined)	1.8	-1.5	2.2	-19.8	-1.4	-0.6	7.6	-3.3	18.6
C=CCNC(=O)NC(=O)COC(=O)c1cccnc1SC	1.6	-1.9	-2.3	7.5	-2.2	0.1	0.2	-1.9	1.4
Cc1c([N+](=O)[O-])cc(C(=O)Nc2ccc(NC(=O)c3ccco3)cc2)cc1[N+](=O)[O-]	4.5	-3.0	-1.4	11.7	-1.8	0.5	12.5	-7.6	-0.3
Cc1ccc(CNC(=O)CN2CCCC(C)C2)cc1 (centres undefined)	-6.4	-1.3	5.6	-3.9	-1.2	-2.4	-15.3	-4.8	7.6
c1ccc(N=C(c2cccs2)N2CCOCC2)cc1	0.4	-1.5	-6.2	26.0	-0.2	-3.8	-1.1	-4.0	0.2
